Bioassay records from PubChem BioAssay.
M18AAP inhibitor – PfM18AAP enzyme inhibition; recombinant PfM18AAP, H-Glu-NHMec fluorogenic cleavage; inhibition, % at 7.35 µM; hit rate 1.2% among 290,000;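 active means inhibition above the campaign mean inhibition over all tested compounds plus 3 SD, cut at about 28% in these data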;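 further: 0% = plate median of test compound wells and 100% = 2 mM ZnCl2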
OXTR potentiate – human OXTR potentiation; activation, % at 3 µM; hit rate 0.061% among 320,000; CHO-OTR cells, Fluo-8 calcium fluorescence, potentiator mode; 0% = oxytocin EC15, 100% = EC100; AID 2445;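 active means activation above that plate's cutoff, the mean activation of tested compounds plus 3 SD, cut at about 6.6% in these data, passing the limit was not always enough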;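 further: 100% uses oxytocin at 75 nM as the full agonist control; some results filed as inactive read as strong as hits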
Target sequence (P30559 whole entry, looked up): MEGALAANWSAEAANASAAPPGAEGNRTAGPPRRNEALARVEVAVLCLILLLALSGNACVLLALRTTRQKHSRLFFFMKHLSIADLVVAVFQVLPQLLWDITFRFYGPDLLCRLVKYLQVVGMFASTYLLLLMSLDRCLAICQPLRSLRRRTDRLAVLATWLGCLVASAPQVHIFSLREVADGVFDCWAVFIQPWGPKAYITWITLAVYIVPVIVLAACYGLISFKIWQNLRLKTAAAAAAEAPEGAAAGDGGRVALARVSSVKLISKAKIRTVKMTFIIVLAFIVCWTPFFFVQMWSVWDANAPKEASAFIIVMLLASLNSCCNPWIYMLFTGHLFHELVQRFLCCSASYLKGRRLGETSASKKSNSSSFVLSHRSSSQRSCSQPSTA
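Assay system: CHO cell line stably expressing human OTR | Also added: Oxytocin at about EC15, sub-maximal agonist stimulus | Times: Compound 6 min at room temperature before oxytocin, 100 s read | Measured by: Fluo-8 intracellular calcium fluorescence, ex 470-495, em 515-575 nm | Controls: EC15 oxytocin alone as 0%, 75 nM oxytocin as 100%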
GPR7 antag – human neuropeptides B/W receptor 1 antagonism | hit rate 1.1% among 290,000 | GPR7-expressing cells, fluorescence antagonist assay | P48145 | inhibition, % at 4.4 µM; in the data active means inhibition above about 16%, passing the limit was not always enough;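 further: cells stimulated with the agonist NPW; 0% = agonist with vehicle and 100% = vehicle without agonist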
MEKK2mut PB1 HTS – signal of MEK5 binding to mutant human MEKK2 PB1 domain | bead flow cytometry, Alexa488-MEK5 binding to MEKK2 mutant | percent response, % at 10 µM | hit rate 0.35% among 290,000 | AID 1530; in the data active means percent response above about 24%, passing the limit was not always enough; further: inactives centre near 1; some results filed as inactive read as strong as hits
V1aR counter – V1a receptor agonism, counter-screen for OXTR agonists; P37288; CHO-V1R cells, Fluo-8 calcium fluorescence, agonist mode; 0% DMSO, 100% 3 nM vasopressin; activation, % at 3 µM; hit rate 0.25% among 320,000; AID 2797;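 active means activation above the mean activation of all tested compounds plus 3 SD, per screening run, cut at about 20% in these data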;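 further: signal is peak over basal fluorescence ratio across a 100 second FLIPR read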
Target sequence (P37288 whole entry, looked up): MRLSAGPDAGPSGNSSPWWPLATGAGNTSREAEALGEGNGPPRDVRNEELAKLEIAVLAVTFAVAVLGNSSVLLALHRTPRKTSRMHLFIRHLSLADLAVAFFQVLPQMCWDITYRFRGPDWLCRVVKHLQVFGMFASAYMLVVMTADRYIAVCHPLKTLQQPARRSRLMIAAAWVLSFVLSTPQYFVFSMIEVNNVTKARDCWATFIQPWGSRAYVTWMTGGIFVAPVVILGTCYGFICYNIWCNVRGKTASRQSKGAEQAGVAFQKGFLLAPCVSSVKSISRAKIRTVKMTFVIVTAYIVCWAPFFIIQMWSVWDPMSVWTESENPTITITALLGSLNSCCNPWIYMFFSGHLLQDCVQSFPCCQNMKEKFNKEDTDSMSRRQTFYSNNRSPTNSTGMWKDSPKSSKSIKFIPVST
NALP1 yeast inh – inhibitors of NALP1 inflammasome in yeast | S. cerevisiae NALP1/ASC/caspase-1 growth, X-gal OD620, 72 h | inhibition, % at 10 µM | hit rate 0.61% among 280,000 | AID 2071; in the data active means inhibition mostly above about 24%, no sharp cut-off; inactive means mostly below about 32%; further: some compounds called inactive have numbers as strong as hits
GalR3 antagonist – blocks the human galanin receptor 3 | O60755 | HEK293 GalR3-CNG cAMP membrane potential fluorescence; galR3 body fused to GalR1 C-terminus | inhibition, % at 3 µM | hit rate 0.44% among 360,000 | AID 651719;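 active means inhibition above the screen-wide average plus 3 SD, cut at about 13% in these data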;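 further: forskolin and galanin both at EC90 stimulate the cells; cAMP rise reported by CNG channel membrane potential dye signal; 0% = forskolin plus galanin with DMSO and 100% = forskolin alone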
Target sequence (O60755 1-299 limits assumed): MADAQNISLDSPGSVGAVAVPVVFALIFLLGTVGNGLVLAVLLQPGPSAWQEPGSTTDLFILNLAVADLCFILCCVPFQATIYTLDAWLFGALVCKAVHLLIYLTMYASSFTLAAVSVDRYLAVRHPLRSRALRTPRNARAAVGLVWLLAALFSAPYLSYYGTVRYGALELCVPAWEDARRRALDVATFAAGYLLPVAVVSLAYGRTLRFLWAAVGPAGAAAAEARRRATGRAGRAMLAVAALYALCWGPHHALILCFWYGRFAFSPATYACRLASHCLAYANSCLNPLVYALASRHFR
MEKK2wt PB1 HTS – raises or lowers MEK5 binding to wildtype human MEKK2 PB1 domain; binding response (% of control), % at 10 µM; AID 1531; hit rate 1.1% among 290,000; Q9Y2U5; bead flow cytometry, Alexa488-MEK5 binding to MEKK2 WT; actives lie on both sides; in the data active means binding response below about 67% or above about 130%
OXTR agonist – human OXTR agonism | hit rate 0.32% among 320,000 | activation, % at 3 µM | CHO-OTR cells, Fluo-8 calcium fluorescence; normalized: DMSO 0%, oxytocin 100% | P30559 | AID 2435;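 active means activation above the mean of all tested compounds plus 3 SD, cutoff set per screening run, cut at about 20% in these data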;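 further: peak over basal fluorescence ratio from a 100 s FLIPR kinetic read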
Active calls of the source: *; · = not tested or not shown.

1. CCOc1ccc(N(CC(=O)Nc2cc(C)ccc2C)S(=O)(=O)c2c(C)[nH]c(=O)[nH]c2=O)cc1
2. CCOC(=O)c1c(C)[nH]c(C(=O)COC(=O)[C@H](C)NC(=O)c2ccccc2Cl)c1C
3. O=C(c1ccc2c3n(nc2c1)-c1ccc(Cl)cc1CO3)N1CCOCC1
4. O=[N+]([O-])c1cccc(S(=O)(=O)Nc2ccc(-c3ccc(N4CCOCC4)nn3)cc2)c1
5. COc1cccc(C2c3[nH]c4ccccc4c3CCN2Cc2cnc(C)s2)c1OC (configuration not stated)
6. Cc1cc(C)n(CC(=O)Nc2cccc(C(F)(F)F)c2)n1
7. Cc1cc(C)n(CC(O)COc2ccccc2C)n1 (configuration not stated)
8. O=C(NCC1CCCCC1)c1ccc(F)c(S(=O)(=O)N2CCOCC2)c1
Compound	1	2	3	4	5	6	7	8
M18AAP inhibitor	-5.8	2.0	·	·	3.7	2.2	6.0	·
OXTR potentiate	-3.0	-8.2	-3.7	1.3	-1.8	-2.2	-13.6	-2.6
GPR7 antag	-4.6	-7.6	·	·	-0.5	-4.6	-7.3	·
MEKK2mut PB1 HTS	8.0	6.0	5.0	·	9.0	0.0	-3.0	·
V1aR counter	-1.0	1.8	0.0	1.3	-0.6	-0.3	-0.9	2.0
NALP1 yeast inh	·	19.8	-5.3	·	7.2	-7.4	2.8	·
GalR3 antagonist	-3.0	17.9*	-2.4	0.3	-1.1	-5.5	2.4	4.3
MEKK2wt PB1 HTS	106.0	111.0	94.0	·	103.0	99.0	92.0	·
OXTR agonist	0.3	-0.9	-1.9	0.2	-1.4	0.0	-0.2	2.0

9. O=C(Nc1ccn(Cc2c(F)c(F)c(F)c(F)c2F)n1)c1cccc(Cn2cc([N+](=O)[O-])cn2)c1
10. COc1cccc(NC(=O)COc2ccccc2)c1
11. COc1ccccc1C(=O)NNC(=O)C1CCN(C(=O)OC(C)(C)C)CC1
12. O=C(Nc1ccc(S(=O)(=O)N2CCCC2)cc1)c1cccs1
13. Cc1cc(Cn2nc(-c3ccccc3)cc2C(=O)NCc2cccc(Br)c2)on1
14. Nc1ccccc1SCc1ccccc1
15. CCn1cc(C(=O)NCc2ccncc2)c(=O)c2cc(F)c(N3CCN(C(=O)c4ccco4)CC3)cc21
16. CCC(C)c1ccccc1NC(=O)COc1ccc(-n2cnnn2)cc1 (configuration not stated)
Compound	9	10	11	12	13	14	15	16
M18AAP inhibitor	-3.6	-7.9	-2.6	-6.3	·	-2.1	-2.0	·
OXTR potentiate	-4.8	-17.1	-9.8	-4.5	-11.0	-10.3	-3.8	-5.3
GPR7 antag	-4.3	-2.7	-14.6	3.8	·	0.5	-8.8	·
MEKK2mut PB1 HTS	0.0	4.0	3.0	-3.0	·	-15.0	-12.0	·
V1aR counter	0.1	0.0	-0.5	0.4	3.6	-1.6	-1.6	-0.7
NALP1 yeast inh	-19.9	8.6	2.4	5.7	·	-1.6	17.2	·
GalR3 antagonist	-5.9	-8.3	-2.3	-6.0	-4.8	-5.2	-2.1	-2.0
MEKK2wt PB1 HTS	94.0	108.0	102.0	98.0	·	92.0	94.0	·
OXTR agonist	1.2	-1.1	0.0	0.6	3.8	-2.2	-1.1	-0.6

17. CCC(C)c1ccccc1NC(=O)C1CCCO1 (configuration not stated)
18. N#Cc1c(N2CCOCC2)nsc1-c1ccc(C(F)(F)F)cc1
19. CCCN1CCN(CCNC(=O)Nc2ccccc2Cl)CC1
20. CC1(OC(=O)c2ccc(Cl)nc2)C(=O)C=C2C=C(C3CC3)OC=C2C1=O (configuration not stated)
21. Cc1cc(Nc2ccc(Cl)cc2)n(-c2ccccc2)n1
22. CC(c1nc2ccccc2n1Cc1ccccc1)N1CCCCC1 (configuration not stated)
23. COc1cccc(C(=O)N(CN2CCCC2=O)c2cccc(Cl)c2)c1OC
24. Clc1ccc(OCCOCCNCc2ccccc2)cc1Cl
Compound	17	18	19	20	21	22	23	24
M18AAP inhibitor	-1.2	-6.9	9.0	·	3.1	-1.7	-8.2	1.9
OXTR potentiate	-5.3	-8.8	·	-4.0	-4.2	-8.3	5.2	-20.1
GPR7 antag	-5.2	-20.1	1.4	·	-10.4	3.5	-4.8	90.1*
MEKK2mut PB1 HTS	4.0	-16.0	-1.0	-3.0	0.0	-2.0	-5.0	6.0
V1aR counter	0.1	-1.5	·	3.3	-1.3	-1.0	-0.1	6.7
NALP1 yeast inh	-10.5	26.1	-5.2	·	2.8	-2.7	16.9	29.2
GalR3 antagonist	-3.2	2.3	-11.0	·	1.7	-15.2	-2.9	1.4
MEKK2wt PB1 HTS	114.0	93.0	101.0	89.0	95.0	102.0	95.0	138.0
OXTR agonist	-0.8	-1.9	·	0.6	-2.1	-2.0	0.2	18.8

Record cards, as listed above.
Record of `CCCN1CCN(CCNC(=O)Nc2ccccc2Cl)CC1` → M18AAP inhibitor: 9.0; OXTR potentiate: ·; GPR7 antag: 1.4; MEKK2mut PB1 HTS: -1.0; V1aR counter: ·; NALP1 yeast inh: -5.2; GalR3 antagonist: -11.0; MEKK2wt PB1 HTS: 101.0; OXTR agonist: ·
Record of `CC(c1nc2ccccc2n1Cc1ccccc1)N1CCCCC1` (configuration not stated) → M18AAP inhibitor: -1.7; OXTR potentiate: -8.3; GPR7 antag: 3.5; MEKK2mut PB1 HTS: -2.0; V1aR counter: -1.0; NALP1 yeast inh: -2.7; GalR3 antagonist: -15.2; MEKK2wt PB1 HTS: 102.0; OXTR agonist: -2.0

Next part:
25. COc1ccccc1NC(=O)CCSc1nnc(-c2ccco2)o1
26. Nc1nc(SCc2ccc(Cl)cc2Cl)n[nH]1
27. O=C(NCc1ccco1)C1CCCN(S(=O)(=O)c2cccc3nonc23)C1 (configuration not stated)
28. CCc1ccc(-c2nc(CS(=O)CC(=O)NCCN3CCCCCC3)c(C)o2)cc1 (configuration not stated)
29. Cc1nnc(C)c2c(C)n(-c3ccccc3N)c(C)c12
30. CN(C)/C=C/C(=O)c1nn(-c2ccc(F)cc2)ccc1=O
31. CCC(=O)NCc1nc2ccccc2n1Cc1ccccc1F
32. COc1cc(/C=N/NC(=O)c2csc3c2CCCC3)ccc1OCCN1CCOCC1
Compound	25	26	27	28	29	30	31	32
M18AAP inhibitor	1.0	11.2	15.6	3.8	11.3	8.3	-2.3	-6.2
OXTR potentiate	-4.3	-5.0	-9.8	-6.4	-3.7	-2.2	-5.4	-10.2
GPR7 antag	-1.5	-10.4	-4.5	-6.5	-2.9	-10.9	11.9	-19.0
MEKK2mut PB1 HTS	3.0	16.0	-12.0	2.0	-6.0	-12.0	2.0	4.0
V1aR counter	0.0	-0.5	0.3	-1.3	0.9	-0.7	-0.8	3.6
NALP1 yeast inh	10.3	6.6	25.0	-7.8	8.4	0.4	21.8	10.8
GalR3 antagonist	-7.8	-4.1	-4.5	-8.9	-2.9	-1.0	-0.2	-3.8
MEKK2wt PB1 HTS	89.0	116.0	81.0	104.0	94.0	88.0	114.0	101.0
OXTR agonist	-0.9	-1.5	-0.1	-1.9	0.0	-0.5	-0.8	0.2

33. CC(=O)Nn1cnc2c(c1=O)C1(CCCCC1)Cc1ccccc1-2
34. O=C(CSc1nc2ccc([N+](=O)[O-])cc2[nH]1)c1ccc(Cl)cc1
35. CCN(CC)C(=S)SCC(=O)Nc1ccc(S(N)(=O)=O)cc1
36. CC(=O)c1c(COC(=O)c2ccc(F)cc2)nc2ccccc2[n+]1[O-]
37. O=C(N/C(=C/c1ccc(F)cc1)C(=O)N1CCCCC1)c1ccco1
38. CC(=O)Oc1ccc(N2C(=O)C3C4C=CC(CO)(O4)C3C2=O)cc1 (configuration not stated)
39. O=C(NCc1cccnc1)C1CC(c2ccc(Cl)c(Cl)c2)=NO1 (configuration not stated)
40. Oc1c(C=Nc2cccnc2)sc2ccccc12
Compound	33	34	35	36	37	38	39	40
M18AAP inhibitor	0.5	3.5	3.7	1.3	0.1	-125.5	-5.3	5.5
OXTR potentiate	-11.6	-16.8	-2.0	-11.4	-5.4	-8.6	-22.7	-2.5
GPR7 antag	-5.9	-12.8	-2.2	-11.7	-21.4	-9.2	7.2	-13.2
MEKK2mut PB1 HTS	-6.0	-2.0	-3.0	2.0	5.0	10.0	-1.0	9.0
V1aR counter	2.3	4.2	1.1	2.5	1.2	0.5	12.5	3.2
NALP1 yeast inh	-1.4	9.4	11.0	20.5	7.8	27.0	13.4	19.7
GalR3 antagonist	-2.3	11.9	-5.0	-1.5	-1.9	-2.0	-9.5	-2.3
MEKK2wt PB1 HTS	97.0	91.0	98.0	105.0	101.0	109.0	93.0	111.0
OXTR agonist	0.1	5.0	1.9	1.5	0.4	0.4	16.4	2.2

41. O=C(O)[C@@H]1[C@@H]2C[C@@H]2CN1c1ncccc1[N+](=O)[O-]
42. Cn1c(=O)c(=O)n(C)c2cc(N3CCCCC3)c(NS(=O)(=O)c3ccc([N+](=O)[O-])cc3)cc21
43. CC(=O)Nc1ccc(NC(=O)C(C)Sc2n[nH]c(-c3ccc(C)cc3)n2)cc1 (configuration not stated)
44. O=C(NCCCn1ccnc1)c1cn(Cc2ccc(F)cc2)nn1
45. O=C1CC(Sc2ccc(Cl)cc2)C(=O)N1Cc1ccncc1 (configuration not stated)
46. O=C(OCCNC(=O)c1ccc2ccccc2n1)c1cccnc1
47. CCOc1ccc(CCNC(=O)CCC(=O)c2cccs2)cc1OCC
48. CCN(CC)S(=O)(=O)c1cccc(C(=O)Nc2cccnc2)c1
Compound	41	42	43	44	45	46	47	48
M18AAP inhibitor	13.4	19.2	·	1.9	-5.5	4.5	·	3.0
OXTR potentiate	2.8	-2.4	5.2	-11.2	-1.7	-1.6	-1.9	-3.1
GPR7 antag	-8.5	-0.6	·	0.8	-25.1	7.7	·	-19.4
MEKK2mut PB1 HTS	3.0	1.0	·	4.0	1.0	-1.0	·	-10.0
V1aR counter	2.1	-0.1	-0.7	1.0	-1.0	0.5	0.1	0.8
NALP1 yeast inh	4.0	5.6	·	16.5	·	11.7	·	·
GalR3 antagonist	0.0	1.1	-3.4	-3.4	0.4	-4.0	-6.4	-8.3
MEKK2wt PB1 HTS	101.0	102.0	·	105.0	102.0	100.0	·	93.0
OXTR agonist	1.8	-1.5	-0.4	0.4	2.4	0.4	-0.9	1.3

49. Cc1[nH]c(=S)c(C#N)c(-c2ccco2)c1C(=O)N(C)C
50. COc1ccccc1-c1nnc(SCC(=O)NC2CCCCC2)o1
51. CN1CCN(C(=S)c2ccc(Cl)cc2)CC1
52. Cn1cnnc1SCC(=O)Nc1cccc(C(=O)O)c1
53. COc1cccc(NC(=O)CN(C)CC(=O)c2c(N)n(Cc3ccccc3)c(=O)n(C)c2=O)c1
54. Cc1cc(NC(=O)Nc2ccc(C)c(C)c2)no1
Compound	49	50	51	52	53	54
M18AAP inhibitor	51.4*	-1.1	-1.2	3.6	·	-11.7
OXTR potentiate	-12.8	-2.9	-0.6	-1.2	-0.1	-7.6
GPR7 antag	-2.1	-2.4	-5.8	5.8	·	-7.9
MEKK2mut PB1 HTS	-4.0	1.0	3.0	1.0	·	-4.0
V1aR counter	0.8	1.8	-1.3	0.3	0.7	2.4
NALP1 yeast inh	-32.1	28.3	-12.9	-6.8	·	-15.7
GalR3 antagonist	-3.2	-4.1	-1.5	-5.7	-5.5	-2.8
MEKK2wt PB1 HTS	100.0	101.0	103.0	105.0	·	96.0
OXTR agonist	0.7	0.2	-0.5	0.9	0.1	2.9
